Screening data (PubChem)
SRC1 inh = human NCOA1 inhibition; HEK293 GAL4-SRC1 luciferase reporter, luminescence; inhibition, % at 3.6 µM; actives 0.12% (n = 360,000); AID 588354;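 active means inhibition above the campaign mean plus 3 SD, with each screening campaign given its own cutoff, cut at about 60% in these data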;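 further: 0% = DMSO treated cells and 100% = gossypol at 36 µM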
LRH-1 inv ag = NR5A2 inverse agonism in reporter assay. HEK293T StAR-luciferase reporter, LRH-1 transfected, 24 h. actives 0.13% (n = 360,000). AID 602396. inhibition, % at 3.6 µM;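 active means inhibition above the mean inhibition of all tested compounds plus 3 SD, cut at about 73% in these data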;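 further: 0% = DMSO wells and 100% = reporter-only cells lacking LRH-1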
Target sequence (O00482 whole entry, looked up): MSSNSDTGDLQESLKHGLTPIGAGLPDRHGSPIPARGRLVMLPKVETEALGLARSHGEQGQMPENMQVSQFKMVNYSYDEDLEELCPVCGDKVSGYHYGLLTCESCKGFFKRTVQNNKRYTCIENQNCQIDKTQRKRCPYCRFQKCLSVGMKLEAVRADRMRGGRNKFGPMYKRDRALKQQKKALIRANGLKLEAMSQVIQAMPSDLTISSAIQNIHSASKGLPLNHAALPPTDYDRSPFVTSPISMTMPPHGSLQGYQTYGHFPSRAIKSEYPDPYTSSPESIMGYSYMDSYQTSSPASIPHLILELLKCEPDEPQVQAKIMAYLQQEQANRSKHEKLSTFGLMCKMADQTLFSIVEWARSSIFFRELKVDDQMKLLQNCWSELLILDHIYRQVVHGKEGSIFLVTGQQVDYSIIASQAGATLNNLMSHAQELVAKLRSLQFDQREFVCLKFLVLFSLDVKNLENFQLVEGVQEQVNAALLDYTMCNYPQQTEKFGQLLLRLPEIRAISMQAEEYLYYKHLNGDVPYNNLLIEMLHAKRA
SRC3 inh = inhibits human SRC3 coactivator. actives 0.17% (n = 360,000). inhibition, % at 3.6 µM. Q9Y6Q9. AID 588352. HEK293 GAL4-SRC3 luciferase reporter, luminescence;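 active means inhibition above a per-campaign cutoff, the mean of all compounds plus 3 SD, cut at about 60% in these data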;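 further: 0% = DMSO-treated cells and 100% = gossypol-treated cells at 36 µM; higher means less SRC3-driven luciferase light from the GAL4 reporter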
NR2F2 inh = blocks human COUP-TFII nuclear receptor; P24468; HEK293T NGFI-A luciferase reporter, luminescence; inhibition, % at 8.6 µM; actives 0.7% (n = 370,000);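 active means inhibition above a per-plate cutoff, mean inhibition of test wells between control levels plus 3 SD, cut at about 38% in these data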;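 further: cells cotransfected with COUP-TFII expression vector driving the NGFI-A reporter; 0% = median of COUP-TF2 test wells and 100% = reporter-only cells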
NOD2-RIPK2 inh = inhibitors of human NOD2-RIPK2 interaction | CHO BLA complementation NOD2-RIPK2, CCF4 ratio | O43353 | inhibition, % at 4.98 µM | actives 0.38% (n = 360,000); in the data active means inhibition above about 21%;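 further: 0% = vehicle only and 100% = reference blocker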
Target sequence (O43353 whole entry, looked up): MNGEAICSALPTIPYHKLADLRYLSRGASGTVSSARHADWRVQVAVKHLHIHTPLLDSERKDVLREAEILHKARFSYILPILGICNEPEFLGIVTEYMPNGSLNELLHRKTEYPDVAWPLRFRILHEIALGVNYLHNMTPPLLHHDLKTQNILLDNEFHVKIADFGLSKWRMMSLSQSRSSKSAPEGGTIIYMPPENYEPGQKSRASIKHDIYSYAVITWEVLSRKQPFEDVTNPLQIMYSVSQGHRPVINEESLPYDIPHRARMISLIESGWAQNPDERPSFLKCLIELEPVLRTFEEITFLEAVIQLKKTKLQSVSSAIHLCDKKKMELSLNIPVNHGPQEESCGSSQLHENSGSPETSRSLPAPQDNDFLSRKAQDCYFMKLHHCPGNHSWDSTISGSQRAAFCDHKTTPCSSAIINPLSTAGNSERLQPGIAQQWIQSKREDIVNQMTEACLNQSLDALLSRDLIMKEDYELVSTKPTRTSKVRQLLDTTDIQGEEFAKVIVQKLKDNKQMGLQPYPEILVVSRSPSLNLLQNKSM
TLR9-MyD88 block = inhibitors of human TLR9-MyD88 binding | actives 0.21% (n = 340,000) | inhibition, % at 4.98 µM | AID 504734 | CHO BLA complementation TLR9-MyD88, CCF4 FRET ratio;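 active means inhibition above the mean over all tested compounds plus 3 SD, cut at about 21% in these data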;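 further: 0% = DMSO only wells and 100% = clavulanate BLA inhibitor control wells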
SRC2 inh = inhibits human steroid receptor coactivator 2; actives 0.17% (n = 370,000); inhibition, % at 9 µM; Q15596; HEK293 GAL4-SRC2 luciferase reporter, luminescence;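 active means inhibition above the mean inhibition of all tested compounds plus 3 SD, set per campaign, cut at about 52% in these data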;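 further: 0% = DMSO treated cells and 100% = cells given Gossypol at 36 µM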
MC4R antag cAMP = human MC4R antagonism in cAMP assay | P32245 | MC4R-expressing cells, MTII-stimulated cAMP, LANCE TR-FRET | inhibition, % at 6.5 µM | actives 0.48% (n = 360,000) | AID 540295;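 active means inhibition above its plate's cutoff, the mean of tested wells on that plate plus 3 SD, cut at about 29% in these data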;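 further: 0% = Melanotan II alone and 100% = Melanotan II plus saturating MCL0020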
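System: U2OS cells stably expressing human melanocortin 4 receptor (MC4R). Reagent: Melanotan II challenge after compound preincubation. Doses: 6.5 µM. Times: 30-min compound, 1-h challenge, 1-h detection, room temperature. Measured by: TR-FRET with Eu-cAMP and labeled anti-cAMP, 671 nm. Replicates: singlicate.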
ABHD5-PLIN5 inh = blocks binding of human ABHD5 to perilipin-5 | Q00G26+Q8WTS1 | Split G. princeps luciferase complementation, luminescence, 4 h | inhibition, % at 4 µM | actives 0.78% (n = 360,000);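 active means inhibition above the mean inhibition across every tested compound plus 3 SD, cut at about 22% in these data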;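 further: 0% = DMSO only wells and the 100% control is not disclosed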
LMP1 NFkB inh = Epstein-Barr LMP1 NF-kappaB reporter inhibition. inhibition, % at 12.5 µM. LMP1-induced NF-kappaB luciferase reporter cells, luminescence. actives 0.69% (n = 350,000). AID 504558; in the data active means inhibition above about 41%;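 further: 0% = neutral control wells and 100% = reference inhibitor control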
MC4R barr agon = agonists of human melanocortin 4 receptor (MC4R) beta-arrestin | U2OS MC4R beta-arrestin complementation, luminescence; percent of melanotan II response, DMSO zero | P32245 | AID 540308 | activation, % at 8.9 µM | actives 0.98% (n = 360,000);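 active means activation above a per-plate cutoff, the mean activation of sample wells on that plate plus 3 SD, cut at about 8% in these data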
* hit, by the source's call; · = no result given; & = joins results of further samples.

SMILES	SRC1 inh	LRH-1 inv ag	SRC3 inh	NR2F2 inh	NOD2-RIPK2 inh	TLR9-MyD88 block	SRC2 inh	MC4R antag cAMP	ABHD5-PLIN5 inh	LMP1 NFkB inh	MC4R barr agon
O=C(O)C(Cc1cc(Cl)ccc1Cl)Sc1nc2ccccc2[nH]1 (configuration not stated)	6	-10	11	-4	-10	-12	10	9	-8	1	-1.8
CCCCCCn1c(SCC(C)C)nc2c1c(=O)[nH]c(=O)n2C	-1	-9	17	8	-7	4	-3	8	-7	-6	-0.3
CC(C)[C@H](CO)N(Cc1cccc(F)c1)c1nc(Nc2cccc(Cl)c2)c2ncn(C(C)C)c2n1	-8	-11	-1	-24	7	5	0	16	-7	-19	0.4
COc1ccccc1S(=O)(=O)Cc1ccc(C(=O)NCCN2CCCCCC2)o1	-2	-7	-7	-17	-17	-4	-7	17	-2	-4	-1.1
COc1ccc(-c2nc(C(=O)O)cs2)cc1OC	5	1	9	10	-18	-16	3	-5	9	-6	2.0
COc1ccc(-c2cc(C(=O)O)c(C)o2)cc1OC	-84	-39	1	-5	7	1	34	9	7	7	-1.6
O=C(/C=C/c1ccccc1[N+](=O)[O-])NCC1CCCO1 (configuration not stated)	0	-25	-10	-19	2	-8	-2	-4	-1	3	-0.2
O=c1[nH]cnc2c1cnn2Cc1ccccc1Cl	4	9	-27	-1	6	3	4	20	-2	2	-0.8
Cc1ccccc1NC(=O)C1CCCN1C(=O)NC1CCCCC1 (configuration not stated)	-3	-19	0	7	-2	-3	2	-4	5	-6	-2.3
CCC(=O)c1ccc(OCC(=O)OCc2csc(CC(=O)Nc3ccccc3C)n2)cc1	9	13	8	10	5	-6	8	5	1	-1	1.1
Cc1cc(=O)[nH]c2c1c(C)nn2-c1ccccc1	-10	20	1	-9	-9	-1	-22	1	-3	-5	-0.5
Cc1ccc(OCC(=O)Nc2ccon2)c([N+](=O)[O-])c1	-79	-50	-48	-31	-5	-4	-23	-6	5	-18	0.4

Retrieved by compound from the list above (two):
SMILES	SRC1 inh	LRH-1 inv ag	SRC3 inh	NR2F2 inh	NOD2-RIPK2 inh	TLR9-MyD88 block	SRC2 inh	MC4R antag cAMP	ABHD5-PLIN5 inh	LMP1 NFkB inh	MC4R barr agon
CCCCCCn1c(SCC(C)C)nc2c1c(=O)[nH]c(=O)n2C	-1	-9	17	8	-7	4	-3	8	-7	-6	-0.3
COc1ccccc1S(=O)(=O)Cc1ccc(C(=O)NCCN2CCCCCC2)o1	-2	-7	-7	-17	-17	-4	-7	17	-2	-4	-1.1

Taken from the listing for reference:
SMILES	SRC1 inh	LRH-1 inv ag	SRC3 inh	NR2F2 inh	NOD2-RIPK2 inh	TLR9-MyD88 block	SRC2 inh	MC4R antag cAMP	ABHD5-PLIN5 inh	LMP1 NFkB inh	MC4R barr agon
O=C(O)C(Cc1cc(Cl)ccc1Cl)Sc1nc2ccccc2[nH]1 (configuration not stated)	6	-10	11	-4	-10	-12	10	9	-8	1	-1.8
CCCCCCn1c(SCC(C)C)nc2c1c(=O)[nH]c(=O)n2C	-1	-9	17	8	-7	4	-3	8	-7	-6	-0.3
CC(C)[C@H](CO)N(Cc1cccc(F)c1)c1nc(Nc2cccc(Cl)c2)c2ncn(C(C)C)c2n1	-8	-11	-1	-24	7	5	0	16	-7	-19	0.4
COc1ccccc1S(=O)(=O)Cc1ccc(C(=O)NCCN2CCCCCC2)o1	-2	-7	-7	-17	-17	-4	-7	17	-2	-4	-1.1
COc1ccc(-c2nc(C(=O)O)cs2)cc1OC	5	1	9	10	-18	-16	3	-5	9	-6	2.0
COc1ccc(-c2cc(C(=O)O)c(C)o2)cc1OC	-84	-39	1	-5	7	1	34	9	7	7	-1.6
O=C(/C=C/c1ccccc1[N+](=O)[O-])NCC1CCCO1 (configuration not stated)	0	-25	-10	-19	2	-8	-2	-4	-1	3	-0.2
O=c1[nH]cnc2c1cnn2Cc1ccccc1Cl	4	9	-27	-1	6	3	4	20	-2	2	-0.8
Cc1ccccc1NC(=O)C1CCCN1C(=O)NC1CCCCC1 (configuration not stated)	-3	-19	0	7	-2	-3	2	-4	5	-6	-2.3
CCC(=O)c1ccc(OCC(=O)OCc2csc(CC(=O)Nc3ccccc3C)n2)cc1	9	13	8	10	5	-6	8	5	1	-1	1.1
Cc1cc(=O)[nH]c2c1c(C)nn2-c1ccccc1	-10	20	1	-9	-9	-1	-22	1	-3	-5	-0.5
Cc1ccc(OCC(=O)Nc2ccon2)c([N+](=O)[O-])c1	-79	-50	-48	-31	-5	-4	-23	-6	5	-18	0.4

Later entries
SMILES	SRC1 inh	LRH-1 inv ag	SRC3 inh	NR2F2 inh	NOD2-RIPK2 inh	TLR9-MyD88 block	SRC2 inh	MC4R antag cAMP	ABHD5-PLIN5 inh	LMP1 NFkB inh	MC4R barr agon
COC(=O)c1ccc(NC(=O)Nc2ccc(F)c(Cl)c2)cc1	-16	-22	-80	-27	-22	-8	-18	3	-4	5	-0.3
CSc1nc(C)c2cc(C)oc2n1	-19	6	-4	3	-1	6	-9	-1	0	34	-1.8
COc1ccc(-c2nnn(CC(=O)N(CCN3CCOCC3)C(C(=O)NC3CCCC3)c3ccco3)n2)cc1 (configuration not stated)	-9	17	7	1	2	12	-11	3	1	-5	-1.4
O=C(NCC1CCCO1)C1CCCN(c2ncccn2)C1 (configuration not stated)	12	13	12	-2	-16	-3	9	7	0	-3	-1.9
COc1ccc(-c2c[n+](CC(=O)c3cccs3)c3n2CCC3)cc1	12	11	6	-4	-4	1	4	1	2	-10	-0.5
O=C(O)CCN1C(=O)c2ccc(NC(=O)c3cccs3)cc2C1=O	9	4	5	-1	-2	6	-17	2	2	1	-1.9
COc1cc2c(cc1OC)C(c1ccc3c(c1)Cc1ccccc1-3)OC(=O)C2 (configuration not stated)	-4	-43	-15	-1	3	·	5	-6	-6	·	-0.7
Cc1cc2oc(=O)cc(CN3CCC(C)CC3)c2cc1C	-25	-32	-27	-52	-23	-6	-31	3	1	-19	2.1
CCCc1cc(=O)[nH]c(SCC(=O)c2c(N)n(CC(C)C)c(=O)n(C)c2=O)n1	5	18	8	-6	-6	8	10	3	10	15	1.1
CC(Nc1nc(-c2cccc(Br)c2)cs1)c1nc2cc(Cl)c(N3CCCCC3)cc2n1CCOCCO (configuration not stated)	18	-8	10	7	6	-1	-7	12	-17	6	2.4
COc1ccc(N(C(C)C(=O)N/N=C/c2ccc(OCC(C)C)cc2)S(C)(=O)=O)cc1 (configuration not stated)	8	-11	9	13	-11	-6	8	0	-2	-1	1.5
O=C(N/N=C/c1cc([N+](=O)[O-])ccc1O)c1cccc(N2CCCC2=O)c1	29	7	35	19	-5	6	6	1	4	0	-3.1
Cc1ccc(C)c(-n2nnnc2SCC(=O)NCC2CCCO2)c1 (configuration not stated)	-7	-7	-22	-1	7	-15	-25	3	6	0	0.5
Nc1c2c(nc3ccccc13)CCCC2	7&5	3&12	-11&2	-5&-3	-9&-7	-1&1	-17&-12	-2&4	-3&-9	3&0	-0.6&0.8
N#CCCn1cc(C=C(C#N)C#N)c(-c2ccc(-c3ccccc3)cc2)n1	2	-15	-11	-3	1	-12	-15	16	2	-9	0.1
CCCCOc1ccc(-c2ncc(Cl)cn2)cc1	-18	-8	-26	-13	0	-6	-29	11	-10	-53	0.9
CN(C)C(CNc1ccc(C(N)=O)cc1[N+](=O)[O-])c1ccccc1 (configuration not stated)	1	3	-2	12	4	5	-26	-5	3	-7	1.2
CC(C)c1ccc(C(=O)NN2CCOCC2)cc1	-3	-13	8	-7	-5	-3	-16	-1	-2	3	-1.8
COc1cc(C)c(Cl)c(C)c1S(=O)(=O)NCc1ccc2c(c1)OCO2	-2	-4	20	3	-2	-2	13	8	-3	-4	2.1
O=C(COC(=O)c1ccc([N+](=O)[O-])s1)Nc1ccccc1	-3	-7	11	6	-3	0	1	6	1	-7	-2.9
COc1ccc2nc(C)cc(N/N=C/c3ccccc3)c2c1	18	18	30	·	-12	-15	·	5	9	-21	4.8
Cc1cccc(NC(=O)CCN2CCCCC2)c1	10	12	6	4	-10	-6	10	10	1	5	0.1
CCOc1ccc(NC(=O)CCC(=O)N/N=C/c2ccc3c(c2)OCO3)cc1	-5	-3	0	-27	0	-1	9	5	2	-1	-0.7
CN(C)c1ccc(P(=O)(Nc2ccc([N+](=O)[O-])cc2)N2CCOCC2)c(NC(=O)c2cccs2)c1 (configuration not stated)	-19	34	-8	-1	-5	7	-56	0	0	-10	0.0
Cc1ccccc1NC(=O)CN1C(=O)N/C(=C\c2ccc(N3CCOCC3)c(F)c2)C1=O	-4	-8	3	16	7	12	-30	-10	-2	-10	-1.7
CCCCN(CCCC)NC(=O)c1ccccc1	-11	2	4	-8	-3	-4	-38	6	1	-4	0.8
CC(NC(=O)CN1CCN(c2ccccc2F)CC1)c1ccccc1 (configuration not stated)	-4	-6	-1	-7	5	-2	-17	14	-8	5	1.0
CCOc1ccc(NC(=O)/C(C#N)=C/c2ccc(N3CCCC3)c(C)c2)cc1	12	10	21	10	1	11	-8	-3	1	0	1.0
COc1ccc(/C=C(/NC(=O)/C=C/c2ccccc2)C(=O)NCCCCCC(=O)O)cc1	-3	8	1	-6	-6	-2	-9	2	2	-1	1.2
O=C(OCc1c(F)cccc1Cl)c1cnc(Cl)c(Cl)c1	-5	-23	1	-17	3	3	22	34*	-5	12	-1.0
O=S(=O)(c1ccc(-n2cnnn2)cc1)N1CCN(c2ccccc2F)CC1	8	-10	21	12	-7	5	10	1	-1	4	2.7
CN(CC(=O)Nc1cccc(F)c1)C(=O)c1csc2c1CCCC2	-13	3	13	3	-5	-9	1	5	-5	0	-4.1
CC(C)c1nnc(NC(=O)CSc2nnc(-c3ccco3)o2)s1	10	-16	-22	-16	-1	4	-7	12	-5	2	-2.1
CC(C)c1c(C(=O)N/N=C2\CCc3ccccc32)nnn1-c1nonc1N	-2	-18	-3	-20	-8	-5	5	-2	-9	7	-1.1
C/C(=C\c1ccco1)C1C(C#N)=C(N)Oc2n[nH]c(-c3ccc(C)cc3)c21 (configuration not stated)	8	15	-3	9	3	-3	-16	10	-6	-3	16*
CN(C(=O)c1cccc(NC(=O)Cc2ccc(NC(=O)C3CCN(C(=O)c4ccccc4)CC3)cc2)c1)C1CCC1	-32	-1	-12	-4	-6	0	5	0	7	-18	-0.4
CCOC(=O)N1CCN(C(=O)CSC2=NS(=O)(=O)c3cc(F)ccc3N2)CC1	4	-7	13	-8	4	0	-16	7	7	1	-0.4
Cc1cc(=O)oc2cc(OCC(=O)NCCc3c[nH]c4ccc(F)cc34)ccc12	-7	18	4	3	2	0	-23	3	-7	-10	2.3

The list is partial; count on the stated rates, not on these rows.
